Assay outcomes from PubChem BioAssay.
NCI-60 one-dose screen, 48 h, at 10 µM unless noted. Numbers give growth in % (100 = growth as untreated, 0 = no growth, -100 = all killed).
HS 578T = HS 578T breast cancer | 78,000 compounds, 4.1% hits | AID 1794788
SK-MEL-2 = SK-MEL-2 melanoma; 77,000 compounds, 4.7% hits; AID 1794763
BT-549 = BT-549 breast cancer | 78,000 compounds, 4.4% hits | AID 1794793
SK-MEL-28 = SK-MEL-28 melanoma; 81,000 compounds, 4.1% hits; AID 1794761
T-47D = T-47D breast cancer | 79,000 compounds, 5% hits
SK-MEL-5 = SK-MEL-5 melanoma. 80,000 compounds, 6.4% hits. AID 1794755
LOX IMVI = LOX IMVI melanoma | 79,000 compounds, 7.4% hits
MDA-MB-435 = MDA-MB-435 melanoma. 82,000 compounds, 7.8% hits
* = called active by the depositor; · = not tested or not shown; & = joins results of further samples; [ ] = another dose, or the depositor's remark. The calls were made as follows: active = growth percent below 10; inactive = the rest.

Start of the data: the first three records (preview)
SMILES	HS 578T	SK-MEL-2	BT-549	SK-MEL-28	T-47D	SK-MEL-5	LOX IMVI	MDA-MB-435
O=C(CCCCn1ccc(=O)[nH]c1=O)Nc1ccc(O)c(C(=O)O)c1	100	106	104	110	102	97	103	95
CCOC(=O)CNc1nc(N)nc(N2CCCCC2)c1C=O	116	96	101	105	108	112	98	103
CCC1(c2ccccc2)SCC(c2ccccc2)=NC1=O (centres undefined)	87	94	90	116	85	91	87	104

Main list (from the top)
SMILES	HS 578T	SK-MEL-2	BT-549	SK-MEL-28	T-47D	SK-MEL-5	LOX IMVI	MDA-MB-435
O=C(CCCCn1ccc(=O)[nH]c1=O)Nc1ccc(O)c(C(=O)O)c1	100	106	104	110	102	97	103	95
CCOC(=O)CNc1nc(N)nc(N2CCCCC2)c1C=O	116	96	101	105	108	112	98	103
CCC1(c2ccccc2)SCC(c2ccccc2)=NC1=O (centres undefined)	87	94	90	116	85	91	87	104
NCCN1C(=O)CSC1=O	95	100	95	108	99	105	101	111
CC(C)(C)c1ccc(S(=O)(=O)N[C@H]2CC[C@H]3[C@@H]4CCc5cc(OS(=O)(=O)O)ccc5[C@H]4CC[C@]23C)cc1	66	·	47	77	20	52	·	50
Cc1ccc2c(C(C[N+](=O)[O-])c3ccccc3F)c(-c3ccccc3)[nH]c2c1 (centres undefined)	34	15	50	63	29	48	36	-30*
N#Cc1ncc(-c2cccc(F)c2F)c(NC2CCCCCC2)n1	54	83	87	89	63	84	69	93
CCCCC(=O)OCC1OC(n2cnc3c(=S)nc[nH]c32)C(OC(=O)CCCC)C1OC(=O)CCCC (centres undefined)	38	46	44	86	36	23	12	29
COc1ccc(SSc2ccc(OC)cc2)cc1	101	108	78	97	·	96	95	102
CC1=C(C(=O)Nc2ccc(Cl)c(C(=O)OC(C)C)c2)SCCO1	·	107	103	·	86	25	94	101
COc1nc2ccc(OCc3ccccc3)cc2cc1-c1nc2c(cnn2-c2ccc(Br)cc2)c(=O)[nH]1	108	96	114	105	99	116	102	105
O=c1c2cccc3c(Nc4ccc(F)cc4)ccc(c32)c2nc3ccccc3n12	74	103	87	103	23	70	84	100
CCC(=O)OC1=CN2C(=NC(c3ccc(N)cc3)=CC2c2ccc(Cl)cc2)S1 (centres undefined)	106	97	84	109	93	101	95	80
C[C@](N)(Cc1ccc(O)c(O)c1)C(=O)O	105	86	77	114	105	98	·	101
COc1ccc(/C=C/C(=O)c2ccc(NC(=O)CSc3nnc(-c4ccccc4)o3)cc2)cc1	93	108	87	101	110	101	95	100
CC[N+](CC)(CCOCCOCC[N+](CC)(CC)Cc1ccc([N+](=O)[O-])cc1)Cc1ccc([N+](=O)[O-])cc1	133	106	107	115	95	97	104	104
Cc1ccc(-c2nc(-c3c[nH]c4ncccc34)cs2)cc1	100[100 µM]	97[100 µM]	86[100 µM]	110[100 µM]	87[100 µM]	99[100 µM]	103[100 µM]	78[100 µM]
Cn1cc(-c2nn3cc(-c4ccncc4)nc3s2)c2cc(Cl)ccc21	50	76	46	88	31	56	39	14
Cn1c(=O)c2c(nc(CCC(=O)O)n2C)n(C)c1=O	95	109	102	100	98	100	95	113
COc1nc2nc(-c3cc4ccccc4[nH]c3=O)[nH]c2c(=O)n1C	103	119	119	115	87	97	103	107
Fc1ccc(Nc2nc(Nc3ccc(-c4nc5ccccc5[nH]4)cc3)nc(N3CCCC3)n2)cc1	85	95	85	48	45	87	3.2*	98
COc1ccc(-c2cc(-c3cc(OC)ccc3OC)nc(N)c2C#N)cc1	54	77	25	89	54	63	59	47
O=C1Cn2c(nc3ccccc32)N1	121	94	110	114	99	100	94	109
O=C1CCC(C(=O)N/N=C/c2cc(F)ccc2F)N1 (centres undefined)	99	98	103	108	97	100	95	100
CN(C)c1ccc(/C=C/C(=O)c2ccc(NC(=O)N3CCN(c4cc5c(cc4F)c(=O)c(C(=O)O)cn5C4CC4)CC3)cc2)cc1	87	95	86	101	69	92	82	99
CC(C)CCSc1nc(-c2ccc(F)cc2)c(C#N)c(N2CCCCC2)n1	99	86	91	96	79	96	93	100
O=C(Nc1ncc(Cc2ccc(F)cc2)s1)C(=S)N1CCOCC1	107	103	109	115	114	100	96	103
C=CCn1c(SCC(=O)Nc2ccc(C(=O)/C=C/c3cc(OC)c(OC)c(OC)c3)cc2)nnc1-c1cc(-c2ccc(OC)cc2)nc2ccccc12	90	102	90	101	85	95	95	100
CC(=O)c1cc2c(N)c(C(=O)Nc3cccc4cnccc34)sc2nc1C	97	100	104	107	90	98	106	78
CC(C)C[C@H](C(=O)N[C@@H](C)C(N)=O)N1CC=CCN(O)S1(=O)=O	110[5 µM]	103[5 µM]	·	·	103[5 µM]	106[5 µM]	96[5 µM]	119[5 µM]
O=[N+]([O-])c1ccc(OP(=O)(O)O)cc1	90	95	·	97	·	105	97	92
OC(CNCC1CCCO1)Cn1c2ccc(Cl)cc2c2cc(Cl)ccc21 (centres undefined)	92	122	97	103	93	85	52	68
COC(=O)Cn1c(=O)c2cc(Cl)ccc2c2cnc3[nH]ccc3c21	57	94	79	100	60	87	84	98
O=C1CCCN1c1cccc2cccnc12	97	104	109	113	97	99	96	100
COc1cc2ccn(CCC(=O)NCCC(C)C)c(=O)c2cc1OC	96	115	121	103	101	·	·	100
CCNCCNc1cc(-c2ccc(Cl)c(Cl)c2)c(C#N)c2nc3ccccc3n12	-46*	-83*	-71*	-81*	-61*	-94*	-93*	-95*
C(=N\Nc1c2ccccc2nc2ccccc12)/c1ccccc1	96	85	97	106	82	94	95	99
O=C1C=C(C(O)c2ccccc2O)C(=O)c2ccccc21 (centres undefined)	110	127	101	109	96	92	98	·
Cc1ccccc1C(=O)NN	106	100	106	115	102	119	109	111
CCCCC1COc2cccc3c(SCC(=O)n4ccc5ccccc54)cc[n+]1c23 (centres undefined)	92	98	113	105	97	·	97	106

Whole records from above.
`Cn1c(=O)c2c(nc(CCC(=O)O)n2C)n(C)c1=O` is listed with HS 578T: 95; SK-MEL-2: 109; BT-549: 102; SK-MEL-28: 100; T-47D: 98; SK-MEL-5: 100; LOX IMVI: 95; MDA-MB-435: 113
`CC(C)(C)c1ccc(S(=O)(=O)N[C@H]2CC[C@H]3[C@@H]4CCc5cc(OS(=O)(=O)O)ccc5[C@H]4CC[C@]23C)cc1` is listed with HS 578T: 66; SK-MEL-2: ·; BT-549: 47; SK-MEL-28: 77; T-47D: 20; SK-MEL-5: 52; LOX IMVI: ·; MDA-MB-435: 50
`CC(C)CCSc1nc(-c2ccc(F)cc2)c(C#N)c(N2CCCCC2)n1` is listed with HS 578T: 99; SK-MEL-2: 86; BT-549: 91; SK-MEL-28: 96; T-47D: 79; SK-MEL-5: 96; LOX IMVI: 93; MDA-MB-435: 100

New compounds follow.
SMILES	HS 578T	SK-MEL-2	BT-549	SK-MEL-28	T-47D	SK-MEL-5	LOX IMVI	MDA-MB-435
O=C(O)CCC(=O)N1CCOCC1	118	90	100	97	87	107	100	104
CN(C)CCCNc1c2ccccc2nc2ccccc12	76	100	73	103	68	93	96	96
NS(=O)(=O)c1ccc(N=NNc2ccc(S(N)(=O)=O)cc2)cc1	113	97	112	113	102	104	101	106
CCCCCN(CCCCC)CCCCCCCCCCN1CCCc2ccccc21	97	102	98	94	74	101	85	101
NNc1cc(Cl)c(S(=O)(=O)O)cc1Cl	95	100	97	108	94	107	90	105
CCOc1ccccc1-c1cc(-c2cccc(Cl)c2)c(C#N)c(=O)[nH]1	83	75	91	85	82	75	86	11
ON=C1CCCCCCC1	104	108	105	106	107	105	98	101
CCN1CCOC1C(C)C (centres undefined)	109	95	108	108	101	106	102	105
CC(=O)Nc1ccc(CCCCc2ccc(NC(C)=O)cc2)cc1	108	97	83	106	105	103	90	107
COc1ccccc1C(=O)c1ccccc1Cc1cccc2ccccc12	·	82	52	102	86	80	86	70
COc1cnc2c(c1)C(=O)c1c-2n(CCCN2CCCC2)c(=O)c2cc(F)ccc12	24	23	-6.6*	27	-4.5*	-96*	-70*	16
CC(=O)N1[Se][C@@H]2[C@H]([Se]1)[C@@H](NC(=O)c1ccc(Br)cc1F)C(=O)CC1=CC(C)(O)C=C(CC(=O)[C@H]2NC(=O)c2ccc(Br)cc2F)O1 (some centres undefined)	120	32	110	115	99	98	98	112
CC(C)(C)CN=C(N)N	99	111	92	105	97	105	94	94
COc1cc2c3c(n(CCCNCCO)c(=O)c2cc1OC)-c1nc2c(cc1C3=O)OCO2	66	116	25	72	1.9*	30	-91*	45
COc1cc(CNC(=O)[C@]23CCC(C)(C)CC2C2=CCC4[C@@]5(C)CCC(OC(C)=O)C(C)(C)C5CC[C@@]4(C)[C@]2(C)CC3)ccc1OCc1cn(-c2ccc(Cl)cc2Cl)nn1 (some centres undefined)	100	100	118	117	85	103	98	105
CCCN1C2CCC1/C(=C\c1ccc(Cl)cc1)C(=O)/C2=C/c1ccc(Cl)cc1	102	86	106	100	78	93	91	102
CCN(CC)/N=N/c1nc[nH]c1C(N)=O	101	17	83	94	85	96	30	102
Cc1[nH]c(=O)[nH]c(=O)c1NC(=O)c1ccccc1[N+](=O)[O-]	100	102	101	99	93	102	102	105
N=c1c2c(-c3ccccc3)c(-c3ccccc3)oc2ncn1N1C(=O)CCC1=O	94	109	109	113	85	98	98	101
O=C(NCc1ccccc1)c1ccc2c(c1)NC(=O)[C@H]1CCCN21	96	101	115	104	98	101	91	96
C=CCOc1ccc(Cl)cc1Cl	113	119	101	115	103	108	100	102
O=C(/C=C1\C=CN(CCCF)c2ccccc21)n1ccc2ccccc21	101	99	·	102	68	94	101	99
CN(Cc1ccc(C(F)(F)F)nc1)c1cc(C(=O)Nc2ccccc2)ncn1	97	112	105	109	85	94	95	101
O=C(c1cccc(F)c1)n1ccc2cc(NC(=S)Nc3ccc(N4CCOCC4)cc3)ccc21	104	99	87	95	97	97	102	98
Cc1cc(C)c2c(Cn3nnc(C(=O)O)c3C)cc(=O)oc2c1	96	102	116	113	89	95	100	103
COc1ccc(-c2c(C(=O)NS(C)(=O)=O)n(Cc3cccc(C(F)(F)F)c3)c3ccccc23)cc1	87	101	92	99	88	83	90	97
COc1ccc2c(c1)OC1=C(C(=O)OC1)C2c1cc(OC)c(OC)c(OC)c1 (centres undefined)	·	27	35	53	66	16	51	-39*
CCC(CC)OC(=O)c1ccccc1C	99	·	106	107	91	102	96	108
Cn1c(COC(=O)NCCN2CCOCC2)nc2c(N3CCOCC3)nc(-c3ccccc3)nc21	-35*	-60*	-66*	-98*	-29*	-94*	-87*	-87*
CCN(CC)CCOc1ccc(/C=N/Nc2nc3c([nH]2)c(=O)n(C)c(=O)n3C)cc1	105&106	107&102	96&105	112&115	96&90	107&102	92&104	105&104
COc1ccc2nc(-c3ccc(N/C=C\C(=O)c4cc(OC)c(OC)c(OC)c4)cc3)sc2c1	110	120	90	104	106	88	105	76
O=c1[nH]c2c(cc1S(=O)(=O)c1ccccc1)CCc1c-2cnn1-c1ccc(Cl)cc1	114	120	103	97	100	98	104	95
O=C(/C=C/c1ccccc1)Cc1ccccc1	·	119	100	120	109	104	94	113
O=C(Oc1ccccc1)c1ccccc1Cl	·	123	97	107	100	104	107	103
N#Cc1cc([C@@H]2Nc3cc4[nH]ncc4cc3[C@H]3C4CCC(C4)[C@@H]23)ccc1F (some centres undefined)	88	100	95	102	74	87	95	98
Cc1ccc(Nc2nc3c(s2)C2=CC[C@H]4[C@@H]5CC[C@H]([C@H](C)CCCC(C)C)[C@@]5(C)CC[C@@H]4[C@@]2(C)CC3)c(C)c1	102	99	108	108	99	106	106	104
CCCN(CCC)C(=O)C(c1ccccc1)C1(O)CCCC1 (centres undefined)	101	104	·	112	104	104	97	115
CCN(CC)CCO/N=C1/C=C2CCC3C4CCC([C@H](C)CCCC(C)C)[C@@]4(C)CCC3[C@@]2(C)CC1 (some centres undefined)	108	93	113	117	102	104	98	102
COc1ccc(S(=O)(=O)NCCCNc2nccc(-c3c(-c4ccc(F)c(OC)c4)nc4occn34)n2)cc1	90	75	98	77	31	41	69	31
Cc1ccc(S(=O)(=O)OC2CCN(C(=O)OCc3ccccc3)CC2)cc1	125	·	99	108	101	88	104	104
O=C(c1ccccc1)N1CCN(C(=O)c2ccccc2)CC1	109	98	101	120	90	104	102	104
Clc1ccc(CSc2ncnc(SCc3ccc(Cl)cc3Cl)c2Br)c(Cl)c1	112	103	107	109	·	112	95	104
COc1cc(/C=N/C2=NNC(C)(c3ccccc3O)N2C(Cc2c[nH]c3ccccc23)C(=O)O)ccc1O (centres undefined)	95	84	99	103	73	86	91	96
CN=S(=O)(OCCCCCOS(=O)(=NC)c1ccc(C)cc1)c1ccc(C)cc1 (centres undefined)	90	94	·	93	89	94	88	92
COc1ccc(-c2cc(-c3nnc(SCC(=O)Nc4ccc(C(=O)/C=C/c5ccc(Cl)cc5)cc4)n3-c3ccccc3)c3ccccc3n2)cc1	93	110	103	108	87	102	98	104
Cc1cc(=O)c2c(o1)C(=O)c1occc1C2=O	107	96	114	112	101	106	94	118
COc1ccc2[nH]cc(-c3nc(N)nnc3-c3cn(C)c4ccc(Br)cc34)c2c1	17	9.9*	40	51	29	15	35	-8.2*
NS(=O)(=O)c1ccc(NC(=O)N2CCN(c3ccc(Cl)cc3)CC2)cc1	92	·	108	109	94	102	·	107
CCOC(=O)c1c(C)c2c(n1Cc1ccc(OC)cc1)CSc1cc(S(=O)(=O)c3ccccc3)c(=O)[nH]c1-2	91[100 µM]	83[100 µM]	78[100 µM]	94[100 µM]	35[100 µM]	74[100 µM]	78[100 µM]	82[100 µM]
Cc1cc(C)c(-c2c(C)cc(C)cc2C)c(C)c1	123	121	116	118	87	106	97	109
